Bioassay records as filed in PubChem BioAssay.
Pol III holo inh – DNA polymerase III holoenzyme inhibition. reconstituted DNA polymerase III holoenzyme replication, biochemical. Potency, µM (doses to about 57.1 µM), for the others: top-dose activity change, negative = inhibition. hit rate 0.25% among 71,000; further: potency means the concentration at half of the fitted maximal effect; on the % scale 0 is the no-effect control and ±100 the full control effect
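Reconstituted *E. coli* holoenzyme (0.35 nM Pol III, 1 nM beta, 154 nM SSB, 2 nM primase) was preincubated with compound for 15 min at RT. Synthesis on 1.4 nM ssM13Gori ran 35 min, then was stopped with PicoGreen/EDTA and read as dsDNA fluorescence.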
ERK AVP inh – inhibitors of vasopressin-stimulated ERK signaling pathway. HEK293-V1b, vasopressin-stimulated pERK AlphaScreen. Potency, µM (highest dose often 57.5 µM), for inactives: top-dose activity, negative = inhibition, most hits filed as inhibitors. hit rate 0.99% among 72,000. AID 995; further: potency means the concentration at half of the fitted maximal effect; on the % scale 0 is the no-effect control and ±100 the full control effect; nearly all actives have a fitted effect of over 55% in size
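HEK293 cells stably expressing V1b receptor, preincubated 30 min at 37 °C with compound, then stimulated 5 min with 25 nM vasopressin. Phospho-ERK by AlphaScreen SureFire after 5 h RT; normalized to DMSO and vasopressin; AC50 by Hill fit.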
Hsp90 Hop PPI – changes Hsp90-Hop TPR2A binding signal, up or down | hit rate 0.44% among 71,000 | AlphaScreen TPR2A-His6 binding biotin-Hsp90 C-terminal peptide | Potency, µM (titrated, usually from 57 µM), for the others: top-dose activity change, negative = inhibition; active means well fitted curve in either direction with a large enough effect; inconclusive means small, poorly fitted or top-dose-only effect, or another doubt; further: potency means the concentration at half of the fitted maximal effect; on the % scale 0 is the no-effect control and ±100 the full control effect; many of its hits are not listed in these tables
GFP derepression – epigenetic modulators derepressing GFP locus in mouse cells; mouse C127i GFP locus derepression, cytometry, 30 h; Potency, µM (highest dose often 46.1 µM), inactives show at the top dose GFP derepression (activation); hit rate 0.09% among 68,000; AID 597; further: % of control where 0% means no effect
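Read-out is the number of GFP-positive cells, scored as fluorescent objects 20 to 120 um wide, reflecting derepression of a silenced CMV-GFP reporter in murine C127i cells after 30 h compound exposure at 37 C.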
Luciferase inh – firefly luciferase inhibition; Potency, µM (doses to about 57.1 µM), for inactives: at the highest dose activity change, negative = inhibition, usual class: inhibitors; AID 411; purified firefly luciferase, luminescence, 8 min; P08659; hit rate 2.2% among 72,000; further: potency means the concentration at half of the fitted maximal effect; on the % scale 0 is the no-effect control and ±100 the full control effect; nearly all actives have a fitted effect of over 40% in size
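Firefly luciferase (PKLight detection mix) with 10 uM ATP in pH 7.2 imidazole buffer (KCl, MgCl2, Tween 20, BSA). Compounds tested across a concentration series (qHTS). Luminescence read after 8 min at ambient temperature.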
HBB splicing – alters splicing of the hemoglobin beta chain | HBB splicing reporter cell assay, activation; EGFP reporter with mutant IVS2-654 intron; response scale: normalised to 500 nM splice-correcting PNA | Potency, µM (titrated, usually from 46.1 µM), for the others: at the highest dose activation, actives largely listed as activators | hit rate 0.06% among 65,000; further: potency means the concentration at half of the fitted maximal effect; 0% is about no effect
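Compounds were applied for 2 days to HeLa EGFP-654 cells, 500/well in Optimem with 2% FCS. The reporter's EGFP is disrupted by mis-splicing of beta-globin intron IVS2-654. Readout: summed well GFP fluorescence from 488 nm laser scanning; reference was 500 nM antisense […] 654 PNA.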
15-hLO inh – 15-hLO (ALOX15) enzyme inhibition; P16050; purified 15hLO-1, xylenol orange hydroperoxide absorbance; Potency, µM (doses to about 57.1 µM), for the others: at the highest dose activity change, negative = inhibition, actives largely listed as inhibitors; hit rate 1.4% among 74,000; AID 887; further: potency means the concentration at half of the fitted maximal effect; on the % scale 0 is the no-effect control and ±100 the full control effect; nearly all actives have a fitted effect of over 55% in size
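Readout: Fe(III)-xylenol orange absorbance, 573-to-405 nm ratio as reaction progress. Enzyme 40 nM purified human 15hLO-1, substrate 50 uM arachidonic acid, 6 min RT after 15 min compound preincubation; Hepes pH 7.5 buffer with Triton X-100.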
Tau filament bind – binders of human tau filaments. P10636. recombinant tau filaments, thioflavin S fluorescence, 15 h; filaments grown with octadecylsulfate alongside compound. Potency, µM (doses to about 57.1 µM), without a hit: top-dose activity change, negative = inhibition. hit rate 2% among 71,000. AID 596;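 further: potency means the concentration at half of the fitted maximal effect; on the % scale 0 is the no-effect control and ±100 the full control effect; actives lower thioflavin S fluorescence by blocking filaments or displacing dye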
Target sequence (P10636 whole entry, looked up): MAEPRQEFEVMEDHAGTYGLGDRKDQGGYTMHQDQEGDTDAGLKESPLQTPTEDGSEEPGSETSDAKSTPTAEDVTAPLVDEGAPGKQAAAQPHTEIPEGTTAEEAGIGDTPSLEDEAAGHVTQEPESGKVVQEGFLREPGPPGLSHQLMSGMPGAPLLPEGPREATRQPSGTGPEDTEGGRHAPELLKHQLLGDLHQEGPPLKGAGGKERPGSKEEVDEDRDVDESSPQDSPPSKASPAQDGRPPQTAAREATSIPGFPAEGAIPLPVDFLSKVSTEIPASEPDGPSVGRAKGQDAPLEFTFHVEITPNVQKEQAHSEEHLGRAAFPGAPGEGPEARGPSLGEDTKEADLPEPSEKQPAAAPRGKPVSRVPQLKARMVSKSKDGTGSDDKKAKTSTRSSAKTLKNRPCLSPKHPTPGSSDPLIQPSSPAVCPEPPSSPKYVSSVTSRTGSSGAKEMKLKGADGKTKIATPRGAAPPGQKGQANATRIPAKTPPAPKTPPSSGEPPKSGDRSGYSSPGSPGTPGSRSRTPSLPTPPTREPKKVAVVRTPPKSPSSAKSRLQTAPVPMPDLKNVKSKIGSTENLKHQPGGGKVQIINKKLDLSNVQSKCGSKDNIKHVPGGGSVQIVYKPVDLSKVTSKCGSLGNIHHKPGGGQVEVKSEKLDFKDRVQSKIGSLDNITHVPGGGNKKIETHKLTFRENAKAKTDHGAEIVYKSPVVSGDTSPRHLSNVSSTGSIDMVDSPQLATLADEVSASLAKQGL
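ThS-based fibril read: tau 1 uM final, inducer ODS 30 uM final, 37 C for 15 h, ex 450/em 510 nm.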
UbGFP stabilizer – proteasome inhibitors stabilizing ubiquitin-GFP reporter; Potency, µM (top dose mostly 45.9 µM), inactives show top-dose activation (GFP accumulation), most hits filed as activators; AID 526; 67,000 tested, under 10 active; Ubiquitin-GFP reporter cells, proteasome inhibition, GFP fluorescence; response scale: untreated = 0%, 10 µM MG-132 = 100%; active means well fitted activation curve with a large enough effect, not every such curve was filed as active; inconclusive means small, poorly fitted or top-dose-only effect, or another doubt; inactive means no such curve, though single readings can be large or run the other way; further: potency means the concentration at half of the fitted maximal effect
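Proteasome block read as GFP accumulation: ubiquitin(G76V)-GFP U2OS cells exposed to compound (2.9 nM–46 uM) for 4 hr at 37 C. Normalization used untreated cells as 0% and 10 uM MG-132 as 100%; concentration-response curves fitted.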
HADH2 inh – inhibitors of human HADH2 dehydrogenase | Q99714 | recombinant HADH2, NADH fluorescence, beta-hydroxybutyryl-CoA | Potency, µM (series often up to 57.1 µM), for the others: at the top dose activity change, negative = inhibition, actives largely listed as inhibitors | hit rate 3.4% among 73,000 | AID 886; further: potency means the concentration at half of the fitted maximal effect; on the % scale 0 is the no-effect control and ±100 the full control effect; nearly all actives have a fitted effect of over 60% in size; many of its hits are not listed in these tables
Target sequence (Q99714 whole entry, looked up, one chain of several): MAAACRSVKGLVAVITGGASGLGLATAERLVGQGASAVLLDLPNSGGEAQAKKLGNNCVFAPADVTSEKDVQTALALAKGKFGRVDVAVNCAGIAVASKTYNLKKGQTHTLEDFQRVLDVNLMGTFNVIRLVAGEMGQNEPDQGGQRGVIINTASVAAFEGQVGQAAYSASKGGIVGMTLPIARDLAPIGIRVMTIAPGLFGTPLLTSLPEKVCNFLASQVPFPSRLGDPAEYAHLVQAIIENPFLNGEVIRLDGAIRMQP
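Read-out: 360 nm excitation, 450 nm emission, kinetic over 4 min. Conditions: His-tagged human HADH2 20 nM, pH 9.0 Tris with Tween-20, 1 mM NAD+, 90 uM beta-hydroxybutyryl-CoA.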
CRE Fsk mod – modulators of forskolin-stimulated CRE signaling in CHO cells; hit rate 2.5% among 71,000; AID 662; CHO CRE-bla reporter (cAMP response element driving beta-lactamase), forskolin EC10, beta-lactamase ratio; Potency, µM (series often up to 38.2 µM), for inactives: top-dose activity change, negative = inhibition, hits mostly activators; active means well fitted activation curve with a large enough effect in the signal ratio, with a control signal flat, not every such curve was filed as active; inconclusive means small, poorly fitted or top-dose-only effect, or effect the other way, or a change in a side signal; the % refers to the signal ratio; further: potency means the concentration at half of the fitted maximal effect; % of control where 0% means no effect
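Modulation of forskolin signalling: compounds in titration series added with EC10 NKH 477 to CHO cells carrying a CRE-driven beta-lactamase reporter, 3 h, 37C. CCF4 FRET ratio (460/530 nm, ex 405 nm) gives %activity and AC50.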
An asterisk follows results filed as active; ? = inconclusive; . = not tested or not shown; [ ] = dose if it differs, or a comment. Unless noted, the call rests on the fitted dose curve; in most records, active means well fitted curve in the direction sought with a large enough effect; inconclusive means small, poorly fitted or top-dose-only effect, or another doubt; inactive means no such curve, though single readings can be large; an effect the other way counts as inactive or inconclusive. These rows are one share of the data (hit frequency here may not be typical).

SMILES | Pol III holo inh | ERK AVP inh | Hsp90 Hop PPI | GFP derepression | Luciferase inh | HBB splicing | 15-hLO inh | Tau filament bind | UbGFP stabilizer | HADH2 inh | CRE Fsk mod
COc1cccc(C(=O)OCCN2C(=O)c3ccccc3C2=O)c1OC | -1% | -5% | 3% | 1% | -2% | -0.1%[57.5 µM] | 7% | 0% | 3% | 7% | ?
CCN(CC)Cc1nc2c(c(=O)[nH]1)C1(CCCCC1)Cc1ccccc1-2 | 6% | -7% | -3% | -2% | 1% | . | 4% | -11% | -8% | -5% | 1%
COC(=O)c1c(NC(C)=O)sc2c1CCCC2 | -1% | -26% | 1% | -2% | 3% | -0.2%[57.5 µM] | -9% | 3% | 8% | 2% | ?
CCOC(=O)C1CCN(C(=O)CCn2c(=O)[nH]c3ccccc3c2=O)CC1 | 0% | -4% | -2% | -4% | 3% | -1.8% | 7% | 8% | 4% | 12% | 13%
COc1cc(Cl)c(C)cc1NC(=O)CSc1nnc(-c2cccnc2)n1Cc1ccco1 | -11% | 8% | -3% | 0% | 4% | -0.5% | -1% | -5% | -1% | -16% | -6%
O=C(CCC1COc2ccccc2O1)Nc1ccccn1 (centres undefined) | -6% | 2% | -1% | 0% | 1% | -1.9% | 3% | 4% | -3% | -7% | 10µM*
COc1ccc(CCN2C(=O)c3cccnc3C2=O)cc1OC | 4% | 18% | -13% | 2% | 1% | -1.1% | 2% | -4% | 2% | -1% | 1%
Cc1cccc(C)c1NC(=O)C1(N2CCN(C(=O)c3ccco3)CC2)CCCCC1 | 2% | 16% | 1% | 11% | 1% | 0.0% | 11% | 5% | 0% | 7% | -2%
CC1CCN(C(c2ccccc2)c2nnnn2C(C)(C)C)CC1 (centres undefined) | -6% | -21% | -2% | 4% | 2% | -0.1%[57.5 µM] | 3% | -7% | -5% | 7% | 3%
Cc1ccc(C2CC(c3cccc(Cl)c3)n3nc(N)nc3N2)cc1 (centres undefined) | -1% | ? | 0%[2.3 µM] | . | 1% | 0.1% | 11% | -18% | 6% | -4% | 0%
COc1cc(OC)cc(-c2nc3nc(C)c(CCC(=O)NCc4ccco4)c(C)n3n2)c1 | 1% | ? | -7% | 0% | -1% | -1.4% | 7% | 6% | -5% | -7% | ?
CC1C(=O)C(C)C(c2ccc3c(c2)OCO3)NC1c1ccc2c(c1)OCO2 (centres undefined) | 2% | 18% | 6% | 2% | 0% | -5.3% | -11% | -7% | 11% | 4% | ?
CCOC(=O)c1oc2ccccc2c1NC(=O)c1ccc(S(=O)(=O)N(C)C)cc1 | -1% | -1% | 0% | 1% | 1% | -3.0% | ? | 0% | 1% | 46%[activator] | ?
c1ccc(-n2c(-c3ccncc3)nnc2-c2cccs2)cc1 | 0% | 4% | -5% | -3% | 1% | -0.7% | -7% | 3% | 5% | 0% | 10%
CCCCc1cc(=O)oc2c(CN3CCCC3)c(O)c(Cl)cc12 | -4% | -7% | -1% | 0% | -2% | 2.8% | -21% | 15% | 7% | 1µM* | ?
CCOc1ccc(Cn2nnc(C(=O)Nc3cc(C)cc(C)c3)c2N)cc1 | -3% | 6% | -7%[2.3 µM] | . | 0% | -0.7% | -2% | 50% | -1% | -7% | -1%
O=C(N/N=C1/C[C@@H](O)[C@@H](O)[C@@H]2[C@@H]3C(=O)N(Cc4ccc5c(c4)OCO5)C(=O)[C@H]3CC[C@H]12)OCc1ccccc1 | . | 17%[11.5 µM] | . | . | -1%[11.4 µM] | 1.6%[9.22 µM] | 2%[11.4 µM] | . | . | 5%[11.4 µM] | .
OCCCc1nc2ccccc2n1CCOc1ccccc1 | -12%[11.4 µM] | -16% | -2%[11 µM] | -4% | 2% | -0.6%[0.0738 µM] | 10%[11.4 µM] | -7%[11.4 µM] | -3%[9.17 µM] | 10%[11.4 µM] | ?
CCOC(=O)CCc1c(C)nc2cc(-c3ccccc3OC)[nH]n2c1=O | -9% | 6% | -5%[2.3 µM] | . | -4% | 0.3% | 4% | -5% | 1% | 32µM* | 8%
O=C1C2CCCN2C(c2ccc(F)cc2)N1c1ccc(Cl)cc1 (centres undefined) | -3% | 37% | ? | -3% | 1% | 0.4% | -24% | -20% | 5% | 20% | -17%
CC(C)C(C)(C)C(C)(C)C(C)(C)S | -2% | 19% | 2% | . | . | 0.4% | -12% | 7% | . | -18% | -1%
Cn1c(=O)n(Cc2ccc(F)cc2)c(=O)c2c1nc1n2CCCN1C1CCCCC1 | -6% | -19% | -3% | -2% | -3% | 1.2%[0.369 µM] | -15% | -12% | . | -14% | 10µM*
O=C(c1cnccn1)N1CCC2(CCCN(Cc3nccs3)C2)CC1 | -4% | 4% | -11% | 7%[9.22 µM] | 1%[11.4 µM] | -0.8% | 10% | 2% | 7% | -1% | -4%
O=C(O)C[n+]1ccccc1 | -2%[11.4 µM] | 23%[11.5 µM] | 2%[11 µM] | 2%[9.22 µM] | -1%[11.4 µM] | 1.7%[9.22 µM] | 0%[11.4 µM] | 9%[11.4 µM] | 2%[9.17 µM] | -1%[11.4 µM] | 2%[7.6 µM]
CCOC(=O)N1CCN(C(=O)C(NC(=O)C2CCC(C)CC2)C(C)C)CC1 (centres undefined) | -3% | 2% | 2% | 1% | 0% | -1.8% | -3% | -5% | -14% | 5% | ?
CSc1ccccc1NC(=O)CN(c1cc(C)cc(C)c1)S(C)(=O)=O | -1% | -3% | -3% | -3% | 2% | -4.0% | -1% | -9% | 10% | 3% | 0%
O=C(OCC(=O)N1CCc2ccccc21)c1ccccc1 | -6% | 12% | 5% | 1% | 20µM* | -2.0% | 7% | -3% | -2% | 7% | ?
CN(C)c1cccc(C(=O)n2cc(C(=O)c3cc(F)ccc3O)cn2)c1 | -6% | -13% | 0% | 3% | 2% | 0.5%[57.5 µM] | -17% | -3% | -5% | -9% | -13%
Cc1nnc(SCCc2ccccc2)[nH]c1=O | 0% | 11% | 0% | 2% | 0% | . | 2% | 0% | 2% | -26% | -2%
O=C(COc1cccc(C(F)(F)F)c1)Nc1ccc(S(=O)(=O)N2CCCC2)cc1 | -2% | -7% | 7% | -5% | 1% | 0.2% | -16% | 22% | 5% | 23% | ?
O=C(CS(=O)(=O)Cc1ccccc1)N1CCN(C(=O)c2ccco2)CC1 | -3% | -10% | -5% | 2% | -1% | 0.1%[57.5 µM] | -18% | -9% | -3% | -18% | 2%
c1coc(-c2nc3c4c5c(sc4ncn3n2)CCCC5)c1 | -2% | -18% | -4% | 3% | 4% | -1.1% | 1% | 8% | 1% | 0% | 9%
N#C/C=C\Oc1ccc(Cl)cc1N | -2% | -8% | -1% | 23% | -1% | 0.3%[57.5 µM] | ? | -4% | -2% | -7% | ?
O=C(NC1CCS(=O)(=O)C1)c1cnccn1 (centres undefined) | 4% | -1% | -1% | -5% | 3% | . | 8% | -6% | 7% | 1% | -4%
CCc1ccc(C(=O)CC2(O)C(=O)N(CN3CCOCC3)c3ccccc32)cc1 (centres undefined) | -3% | -27% | -4% | 2% | -8% | 0.3%[0.369 µM] | -9% | 0% | -1% | -3% | -7%
CN1CCN(c2ccc(Cl)cc2NC(=O)c2cccc(S(=O)(=O)N(C)C)c2)CC1 | -4% | -4% | -14% | -2% | 3% | 0.7% | -6% | 20% | 5% | 3% | 5µM*
NC(=O)SCC(=O)Nc1ccc2ncccc2c1 | -8%[11.4 µM] | 14%[11.5 µM] | -2%[11 µM] | 2%[9.22 µM] | -1%[11.4 µM] | 3.8%[9.22 µM] | 18%[11.4 µM] | 4%[11.4 µM] | -7%[9.17 µM] | ? | ?
Cc1ccc(C(=O)CC(C(=O)O)n2cccn2)cc1 (centres undefined) | 0% | -11% | 5% | 0% | 1% | 1.3% | -1% | 4% | 5% | -2% | -13%
O=C(O)C1CCN(C(=O)COc2ccc3c4c(c(=O)oc3c2)CCC4)CC1 | -7% | -1% | -1% | -2% | -5% | -1.5%[57.5 µM] | 10% | -8% | -3% | 32µM* | 0%
CCOC(=O)CSc1nc2ccccc2c(=O)n1Cc1ccco1 | -2% | -13% | 5% | -2% | -6% | -2.9% | -3% | -2% | 0% | -5% | 14%
Cc1ccc(CNC(=O)c2sccc2-n2cccc2)cc1 | 0% | ? | -7% | 2% | 2% | 0.2%[57.5 µM] | -14% | -5% | 1% | -5% | 10%
CCOc1ccccc1N1CCN(C(=O)c2cc[n+]([O-])cc2)CC1 | -3% | -2% | -3% | 1% | -35% | -2.9% | 3% | -2% | -1% | -4% | ?
